Screening results deposited in PubChem by Fisher Drug Discovery Resource Center.
hcGAS lum: Primary biochemical luminescence assay for human cyclic GMP-AMP synthase inhibitors; inhibition, % at 12.5 µM; recombinant h-cGAS, ATP depletion, Kinase-Glo luminescence; 290,000 compounds, 0.081% hits; Q8N884;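 further: 0% = vehicle reaction and 100% = reaction without DNA for no activity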
Target sequence (Q8N884 whole entry, looked up): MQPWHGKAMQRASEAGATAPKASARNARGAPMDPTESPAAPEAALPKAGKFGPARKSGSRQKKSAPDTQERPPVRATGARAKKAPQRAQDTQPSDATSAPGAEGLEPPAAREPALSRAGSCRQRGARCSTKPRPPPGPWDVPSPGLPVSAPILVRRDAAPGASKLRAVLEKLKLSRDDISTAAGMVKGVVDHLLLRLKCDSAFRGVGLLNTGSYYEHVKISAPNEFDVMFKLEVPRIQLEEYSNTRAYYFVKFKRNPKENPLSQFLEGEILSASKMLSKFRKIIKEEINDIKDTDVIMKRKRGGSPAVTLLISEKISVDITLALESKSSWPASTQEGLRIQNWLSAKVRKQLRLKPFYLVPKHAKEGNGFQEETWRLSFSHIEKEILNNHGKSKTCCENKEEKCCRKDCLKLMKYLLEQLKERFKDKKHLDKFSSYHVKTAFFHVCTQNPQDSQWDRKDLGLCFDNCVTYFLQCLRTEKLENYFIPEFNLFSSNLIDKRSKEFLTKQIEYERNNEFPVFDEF
mcGAS inh: cyclic GMP-AMP synthase inhibitors, mouse, primary biochemical chemiluminescence. inhibition, % at 12.5 µM. 160,000 compounds, 0.15% hits. AID 1259399, 2018. recombinant cGAS, Kinase-Glo ATP depletion luminescence;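 further: 0% = negative control wells and 100% = reference inhibitor with no enzyme activity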
NPYLR7 agonist: agonists of mosquito NPYLR7 receptor, primary screen, cell-based, Aedes aegypti, calcium fluorescence, mosquito biting behavior; AID 1259423, 2018; HEK293T NPYLR7/Galpha15, GCaMP6s calcium fluorescence; 270,000 compounds, 0.15% hits; activation, % at 10 µM; in the data active means activation above about 40%;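 further: 0% = vehicle and 100% = reference agonist at the receptor; some compounds past the cut are filed as inactive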
An asterisk follows results filed as active; · = no result given; & = joins results of further samples. Unless noted, no stated cut-off is given here; in the data, active means inhibition above about 40%; inactive means the rest.

SMILES	hcGAS lum	mcGAS inh	NPYLR7 agonist
O=C(Nc1ccc(SCCN2CCOCC2)nn1)c1ccco1	-6	·	15
CC(C)NC(=O)[C@@]1(OCc2cccc(Cl)c2)CC(OCc2cccc(F)c2F)[C@@H]2OC(C)(C)O[C@@H]2C1 (some centres not stated)	5	1	-4
C[C@@H](NC(=O)CCC(=O)N1CCc2ccccc2C1)C(C)(C)C	-2	-3	-2
O=C1/C(=C/c2ccc(-c3ccc([N+](=O)[O-])cc3)o2)C=C(c2ccccc2)N1c1ccccc1	-9	-8	-1
COc1ccc(CCN2CC(NC(=O)Nc3ccccc3OC)CC2=O)cc1 (configuration not stated)	-6	·	18
Cc1ccc(C(C)(C)C)cc1S(=O)(=O)N1CCC(C(=O)NC2(C)CCS(=O)(=O)C2)CC1 (configuration not stated)	-5	·	4
CCn1ncc(CN2CCC3(CC2)CN(C2CCC2)CC3CO)c1C (configuration not stated)	-14	-7	·
CS(=O)(=O)Oc1ccc(CN(Cc2ccco2)C(=O)c2ccc(Br)cc2)cc1	-4	-6	16
Cc1cccnc1CC(C)NC(=O)CSCc1ccccc1Cl (configuration not stated)	-5	-9	-1
CC(C)C(=O)Nc1ccc2oc(C(C)C)nc2c1	-1	-2	15
Cc1ccc(NC(=O)N2CCc3ccccc3C2c2ccc(C)cc2)cc1 (configuration not stated)	-4	-5	20
COCC(=O)Nc1cccc(-c2cn3nc(OC)ccc3n2)c1	-3	-10	-19
Cc1noc(C)c1C(=O)Nc1nnc(-c2ccc(C(C)C)cc2)s1	3	·	0
Cc1nc(-c2ccc(Cl)cc2)nc(N2CCN(C(=O)Nc3ccc(C(F)(F)F)cc3)CC2)c1Cc1ccccc1	-10	-6	-4
CCn1cnc(NC(=O)N(C)Cc2ccc(OC)cc2)n1	-7	·	8
Cc1ccccc1NC(=O)c1c2c(nn1C1CCS(=O)(=O)C1)CCC2 (configuration not stated)	-2	·	12
COc1ccc(C)cc1N1CCN(C(=O)c2cccc(Br)c2)C(C)C1=O (configuration not stated)	-7	-6	-12
C/C=C(\C)C(=O)N1CCN(c2cc(S(=O)(=O)N(C)CCc3ccc(OC)c(OC)c3)ccc2OC)CC1	-1	-8	26
COc1cccc(CN(Cc2ccc3c(c2)OCO3)CC(O)COc2ccccc2)c1OC (configuration not stated)	4	-6	6
C=CCNc1oc(-c2ccc(COc3ccccc3C)o2)nc1C#N	-4	-8	-1

A second format for part of the listing above:
SMILES: C/C=C(\C)C(=O)N1CCN(c2cc(S(=O)(=O)N(C)CCc3ccc(OC)c(OC)c3)ccc2OC)CC1
  hcGAS lum = -1
  mcGAS inh = -8
  NPYLR7 agonist = 26

SMILES: CS(=O)(=O)Oc1ccc(CN(Cc2ccco2)C(=O)c2ccc(Br)cc2)cc1
  hcGAS lum = -4
  mcGAS inh = -6
  NPYLR7 agonist = 16

SMILES: CCn1cnc(NC(=O)N(C)Cc2ccc(OC)cc2)n1
  hcGAS lum = -7
  mcGAS inh = ·
  NPYLR7 agonist = 8

SMILES: Cc1ccccc1NC(=O)c1c2c(nn1C1CCS(=O)(=O)C1)CCC2 (configuration not stated)
  hcGAS lum = -2
  mcGAS inh = ·
  NPYLR7 agonist = 12

More records
SMILES	hcGAS lum	mcGAS inh	NPYLR7 agonist
Clc1ccc(C(Cn2ccnc2)OCc2csc3c(Cl)cccc23)c(Cl)c1 (configuration not stated)	-5	·	0
Cc1cccc(COc2cccc(C(=O)NCC(C)(C)N3CCOCC3)c2)c1	-5	·	-1
Cc1cccc2nc(C(=O)NCC(C(C)C)N3CCOCC3)cn12 (configuration not stated)	-2	·	3
O=C(C1CCCC1)N1CCN(Cc2ccc(-c3noc(-c4ccccc4)n3)cc2)CC1	-3	-5	7
C=CCNC(=O)C(NC(=O)c1ccc(OC)cc1)C1CCN(C(=O)COC)CC1 (configuration not stated)	-2	-3	-4
CC(C(=O)NCC(F)(F)F)N1CCN(C2CC3CCC2C3)CC1 (configuration not stated)	3	·	-2
COC(=O)C1(NC(=O)CCCc2ncc(-c3ccccc3)o2)CCCCC1	-6	·	3
Cn1c(=O)[nH]c(=O)c2c1nc1n2CCCN1CCc1ccccc1	2	-2	0
Cc1ccc(C2(O)CCN(C(=O)C(C)Cn3cccn3)CC2)nc1 (configuration not stated)	-4	·	-3
CCCCc1ccc(NC(=O)CSc2nc(=O)n(CCN(C)C)c3c2CCCC3)cc1	-13	-8	-1
CC(C)n1ccc(CNC(=O)NCCc2cc3ccccc3o2)n1	14	-1	-3
O=C(Nc1ccc(N2CCCCC2)cc1)N(CCCO)Cc1ccncc1	-4	·	1
CN(C)c1ccc(NC(=O)c2c3c(nn2C2CCS(=O)(=O)C2)CCC3)cc1 (configuration not stated)	-4	·	12
COc1cc(CC(=O)N2CCC3(CC2)OCc2cc(-c4ccc(C)cc4C)ccc2O3)cc(OC)c1OC	4	-1	-30
CSc1nc(C(=O)O)c2ccccn12	-4	·	-9
CCn1cc(S(=O)(=O)N2CC(c3cccnc3)C2)c(C)n1	-6	·	6
Cc1ccc(C)c(NC(=O)CCNC(C)Cn2nc(C)cc2C)c1 (configuration not stated)	-8	·	19
O=C1C2C3C=CC(C3)C2C(=O)N1c1ccc(Cl)cc1Cl (configuration not stated)	-5	-6	8
Cc1ccc(-c2nc(C(=O)NN=C3N=NC(C)C(=O)N3)cs2)cc1 (configuration not stated)	-7	-13	0
Cc1cccn2c(=O)nc(SCc3ccccc3)nc12	-5	·	2

Pulled by compound from the list above (six):
SMILES	hcGAS lum	mcGAS inh	NPYLR7 agonist
COc1cc(CC(=O)N2CCC3(CC2)OCc2cc(-c4ccc(C)cc4C)ccc2O3)cc(OC)c1OC	4	-1	-30
Cc1ccc(C)c(NC(=O)CCNC(C)Cn2nc(C)cc2C)c1 (configuration not stated)	-8	·	19
Cc1cccn2c(=O)nc(SCc3ccccc3)nc12	-5	·	2
CN(C)c1ccc(NC(=O)c2c3c(nn2C2CCS(=O)(=O)C2)CCC3)cc1 (configuration not stated)	-4	·	12
O=C(Nc1ccc(N2CCCCC2)cc1)N(CCCO)Cc1ccncc1	-4	·	1
CSc1nc(C(=O)O)c2ccccn12	-4	·	-9

(cont.)
SMILES	hcGAS lum	mcGAS inh	NPYLR7 agonist
Cc1nc(CN(C)Cc2cc(C(C)(C)C)ccc2O)no1	-3	·	-5
CCOC(=O)c1nn(-c2ccccc2C)c(=O)cc1NCc1ccc(C)cc1	-1	·	6
COCCN(CC(=O)N(CCc1c[nH]c2ccccc12)Cc1ccc(F)cc1)C(=O)c1ccc(Cl)cc1Cl	-3	-7	17
COc1ccc(CN(CCc2c[nH]c3ccccc23)C(=O)CN(C(=O)c2ccccc2C)C(C)C)cc1	-7	-4	·
CN1C(=O)N(C)C2(c3ccccc3)NN3C(=O)CSC3=NC12c1ccccc1 (configuration not stated)	-4&-2	·	1&-2
Cc1ccsc1CN(Cc1ccc(F)cc1)C(=O)CN(C(=O)Nc1ccccc1Br)C1CCCCC1	-11	-5	-1
O=C(Cc1ccc(F)cc1)N1CCN(c2ccc3nnc(-c4ccco4)n3n2)CC1	2	·	4
CCc1ccc(NC(=O)Cn2nc(NC)c(-c3nc(-c4ccccc4C)no3)c2N)cc1	-2	-5	·
CN(Cc1ncn[nH]1)C(=O)CCSc1ccccc1Cl	0	·	-5
CC1=NC2=Cc3ccccc3NC2(O)NN1 (configuration not stated)	-4	·	3
O=C(c1ccc(CSc2ncn[nH]2)o1)N1[C@@H]2CC[C@H]1CC(O)C2 (some centres not stated)	-3	-14	·
CCCn1cnnc1C(C)NC(=O)c1cc(C)nc2ccc(C)cc12 (configuration not stated)	-4	-11	-8
O=S1(=O)CCC(N(CC2CCCO2)S(=O)(=O)c2ccc(C3CCCCC3)cc2)C1 (configuration not stated)	-9	-5	9
O=C1C2CC=CCC2C(=O)N1c1cccc(O)c1 (configuration not stated)	-12	2	6
CCc1nc2ccc(C(=O)N3CCCCC3)cn2c1N(C)C=O	-2	-1	4
CCN(C)c1ccc(/C=C(\C#N)c2[nH]nc(N)c2C#N)cc1	1	·	-3
CC(=O)N1CCCn2nc(C(=O)N3CCCC3c3ccccc3C)cc2C1 (configuration not stated)	-7	-13	1
COc1ccccc1C1=NN(C(=O)CN2CCCC2)C(c2ccccc2OC)C1 (configuration not stated)	-1	-4	8
CCOC(=O)c1sc(NC(=O)c2cc(OC)c(OC)c(OC)c2)c(C(=O)OCC)c1C	-9	-5	-2
O=C(/C=C/c1ccccc1)c1ccc(O)cc1	-6	19	·
Cc1nonc1CC(=O)N1[C@@H]2CC[C@H]1CN(C)C(=O)C2	1	-12	1
Cc1noc(C)c1C(=O)NC(c1nccn1C)C1CC1 (configuration not stated)	-1	-13	2
COc1ccc(/C=C/C(=O)N2CCC(c3ccccc3)CC2)cc1	-9	-5	-5
CC(=O)ON(C(C)=O)c1nc(-c2ccccc2)cc(-c2ccc(F)cc2)n1	0	·	-10
COc1cc(-c2cc(NC(C)C)ncn2)cc(OC)c1OC	0	·	0
COc1ccccc1C(=O)N1CCN(c2nc(C)nc(C)c2Cc2cc(C)ccc2C)CC1	4	-1	0
CCN(CC)c1ccc(CN(C(=O)NC(C)(C)C)C2CC2)c(OS(=O)(=O)CC)c1	-3	-3	8
Cc1cc(C)c2sc(N(CCCN3CCOCC3)C(=O)CCSc3ccccc3)nc2c1	-6	-8	0
COc1ccc(-n2ccnc(SCC(=O)Nc3c(C)cc(C)cc3C)c2=O)cc1	-7	-7	7
O=C(CC(c1ccc(OCc2ccccc2)cc1)c1c[nH]c2ccccc12)NCc1ccco1 (configuration not stated)	-9	-9	22

As a short view, some entries already given.
SMILES	hcGAS lum	mcGAS inh	NPYLR7 agonist
O=C(Nc1ccc(SCCN2CCOCC2)nn1)c1ccco1	-6	·	15
CC(C)NC(=O)[C@@]1(OCc2cccc(Cl)c2)CC(OCc2cccc(F)c2F)[C@@H]2OC(C)(C)O[C@@H]2C1 (some centres not stated)	5	1	-4
C[C@@H](NC(=O)CCC(=O)N1CCc2ccccc2C1)C(C)(C)C	-2	-3	-2

Going on with the list:
SMILES	hcGAS lum	mcGAS inh	NPYLR7 agonist
CCOC(=O)N1CCC2(CC1)C(C#N)C(=O)N(C)C(=S)C2C#N (configuration not stated)	7	·	3
CC(C)CNc1n[nH]c(=S)s1	2	·	3
CCc1ccccc1OC1CN(Cc2ncc[nH]2)C1	-6	·	22
CCOC(=O)C(CC)Sc1ccc2nnc(CCNS(=O)(=O)c3ccccc3)n2n1 (configuration not stated)	-5	-7	3
CC(C)(O)c1cn(C2CCN(C(=O)c3cccc4c(Cl)cccc34)CC2)nn1	-3	-3	-3
CCOc1ccc(-n2c(C)cn3c4c(=O)n(CCN5CCCCC5)c(=O)n(C)c4nc23)cc1	-8	·	12
C=CCN(CC(=O)N(CCc1ccccc1)Cc1ccc(C)o1)C(=O)Nc1ccccc1	-4	-4	-17
O=C(c1cc2nc(-c3ccccc3)cc(C(F)(F)F)n2n1)N(Cc1ccccc1)Cc1ccccc1	-1	-4	11
Cc1sc2nc(CN(CCC(C)C)CC(O)COc3ccccc3)[nH]c(=O)c2c1C (configuration not stated)	-4	-3	2
CC(C)/C(Cl)=N\OC(=O)Nc1nnc(C(F)(F)F)s1	29	·	-2
CCC(CC)C(=O)N(C)c1c(C)nc2c(OCCn3cccc3)cccn12	-1	1	6
COC(=O)C1=CN(C2CC2)C=C(C(=O)OC)C1c1ccsc1	-13	·	7
O=S1(=O)NC(=NCc2ccc(-c3ccn[nH]3)cc2)c2ccccc21	-4	-11	-2
Cc1ccc(-c2ccc3c(c2)N(C(C)C)C(=O)COC3)cc1C	-2	·	4
CCOC(=O)C1CCCN(C(=O)c2cc(-c3ccccc3)n(-c3ccccc3OCC)c2C)C1 (configuration not stated)	-4	-4	-5
CCOc1ccc(-c2nc(N)ncc2Oc2ccccc2OC)c(O)c1	-5	-10	4
CCCCNC(=S)N1CC2(C)CC1CC(C)(C)C2 (configuration not stated)	-6	·	1
C=CCN1C(=O)/C(=C\c2ccc(N3CCOCC3)cc2)SC1=S	-9	-6	-1
COc1ccccc1Nc1nc(N)nc(CSCC(=O)N2CCCCC2)n1	-4	·	14
CN(C)CC(C)(C)CN1CC(COCc2ccco2)Oc2ncccc2C1=O (configuration not stated)	-5	-6	9
NC(=S)NNC1=C2OC[C@@H](O2)[C@@H](NNC(N)=S)C1	-1	·	-3
COC(=O)C(C)n1cnc2c(nnn2Cc2ccc(Cl)cc2)c1=O (configuration not stated)	-9	·	5
COC(=NCc1ccccn1)NC(=O)c1ccc(OC)cc1	-7	-6	11
CC(C)c1cccc(Nc2cc3c(cn2)cc(-c2cccnc2)n3C)c1	-10	-6	-2
CCOC(=O)C1CCN(C(c2cccc(C)c2)C2Sc3nc(-c4ccco4)nn3C2=O)CC1 (configuration not stated)	-6	-6	2
Cc1ccc(C)c(S(=O)(=O)NCCOc2ccc3nnc(C)n3n2)c1	2	-4	7
O=[N+]([O-])c1ccc(CON=Cc2ccc(Cl)cc2Cl)cc1	-6	·	-2
CC(C)(C)n1cc(CNC2CCN(Cc3ccccc3)C2=O)cn1 (configuration not stated)	-1	·	1
